Screening results deposited in PubChem BioAssay by several laboratories.
GDH-TPI counter: inhibits GDH-TPI coupling enzymes, artifact for Mtb FBA screen. GDH-TPI coupled enzyme counterscreen, NADH absorbance. inhibition, % at 4.8 µM. actives 1.2% (n = 360,000); in the data active means inhibition above about 30%;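 further: 0% = DMSO wells and 100% = wells lacking the enzyme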
PrPC TRFRET: inhibitors of human cell surface prion protein PrPC. actives 0.43% (n = 370,000). inhibition, % at 13.8 µM. P04156. AID 720596. TR-FRET read-out; in the data active means inhibition above about 24%; further: 0% = median of the test wells and 100% = reference compound wells
UGM FP inh: Mtb UDP-galactopyranose mutase inhibition; inhibition, % at 10 µM; purified UGM, fluorescence polarization probe displacement; AID 504406; P9WIQ1; actives 0.06% (n = 320,000); in the data active means inhibition above about 10%, passing the limit was not always enough; inconclusive means no clear call, values can overlap the other calls
MazEF act: MazEF (E. coli) toxin RNase activation | P0AE70 | FAM/BHQ RNA-DNA oligo cleavage fluorescence, 5 h | activation, % at 20 µM | actives 0.32% (n = 350,000) | AID 504720; in the data active means activation above about 50%
Target sequence (P0AE70 whole entry, looked up): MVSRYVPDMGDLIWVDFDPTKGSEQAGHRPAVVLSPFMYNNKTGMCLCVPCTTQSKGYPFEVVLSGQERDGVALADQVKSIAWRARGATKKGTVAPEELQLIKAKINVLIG
FadD28 binding: blocks FadD28 binding to the bisubstrate probe | fluorescence polarization | inhibition, % at 12.5 µM | actives 0.22% (n = 360,000); in the data active means inhibition above about 8.5%, passing the limit was not always enough; inconclusive means no clear call, values can overlap the other calls
Mtb BioA inh: blocks M. tuberculosis BioA enzyme activity | actives 0.096% (n = 360,000) | inhibition, % at 9.99 µM | purified M. tuberculosis BioA enzyme, plate reader | AID 602481; in the data active means inhibition above about 40%; inconclusive means no clear call, values can overlap the other calls
FBA Mtb inh: inhibitors of M. tuberculosis fructose-bisphosphate aldolase; P9WQA3; purified M. tuberculosis FBA, fluorescence read-out; inhibition, % at 1 µM; actives 2.3% (n = 360,000); AID 588726; in the data active means inhibition above about 27%;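 further: 0% = vehicle and 100% = reference inhibitor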
Target sequence (P9WQA3 whole entry, looked up): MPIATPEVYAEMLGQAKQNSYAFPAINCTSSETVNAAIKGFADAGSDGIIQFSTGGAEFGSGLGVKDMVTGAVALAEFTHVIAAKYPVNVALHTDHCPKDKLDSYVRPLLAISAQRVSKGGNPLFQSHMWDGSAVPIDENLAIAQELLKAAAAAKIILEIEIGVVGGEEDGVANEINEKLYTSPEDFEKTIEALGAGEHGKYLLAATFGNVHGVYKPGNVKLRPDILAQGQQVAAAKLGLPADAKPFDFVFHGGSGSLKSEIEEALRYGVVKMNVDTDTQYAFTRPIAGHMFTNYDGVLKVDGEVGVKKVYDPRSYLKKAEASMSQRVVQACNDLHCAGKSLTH
Rv3671c inh: inhibits the M. tuberculosis serine protease Rv3671c; P9WHR9; inhibition, % at 5.96 µM; actives 0.048% (n = 320,000); in the data active means inhibition above about 38%;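 further: extracellular domain of Rv3671c used as enzyme; 0% = enzyme with DMSO and 100% = no enzyme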
Target sequence (P9WHR9 whole entry, looked up, the tested form may be a part): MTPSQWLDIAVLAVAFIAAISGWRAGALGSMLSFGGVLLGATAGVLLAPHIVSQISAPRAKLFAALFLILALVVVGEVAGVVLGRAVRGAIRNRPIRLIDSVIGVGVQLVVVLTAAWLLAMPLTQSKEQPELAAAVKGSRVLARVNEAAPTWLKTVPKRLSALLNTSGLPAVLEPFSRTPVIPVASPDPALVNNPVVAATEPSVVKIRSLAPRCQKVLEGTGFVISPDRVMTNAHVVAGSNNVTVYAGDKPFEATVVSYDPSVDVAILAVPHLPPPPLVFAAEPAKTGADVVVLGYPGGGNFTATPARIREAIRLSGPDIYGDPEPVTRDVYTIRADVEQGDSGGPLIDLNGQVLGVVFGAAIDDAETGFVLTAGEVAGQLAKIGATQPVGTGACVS
BoNT F protease: BoNT F light chain protease inhibition. Multiplex microsphere protease cleavage assay, flow cytometry. inhibition, % at 10 µM. actives 0.22% (n = 360,000); in the data active means inhibition above about 35%, passing the limit was not always enough; inconclusive means no clear call, values can overlap the other calls; further: plate controls were buffer without enzyme for full effect and enzyme alone for no effect
* marks the source's active call; other numbers are inactive results; ? = inconclusive; nt = no result given. Rows were taken by chance; any-hit rate near 4.8%.

SMILES | GDH-TPI counter | PrPC TRFRET | UGM FP inh | MazEF act | FadD28 binding | Mtb BioA inh | FBA Mtb inh | Rv3671c inh | BoNT F protease
CC(C)N(Cc1nc(-c2ccccc2)no1)C(=O)CN1C(=O)c2ccccc2C1=O | 13 | 6 | 2.5 | -5 | -4.7 | -1.5 | 2 | 0 | -5
O=C(N/N=C/c1cccc([N+](=O)[O-])c1)c1c[nH]c2ccccc12 | 18 | -27 | 3.4 | 14 | -0.9 | 0.5 | 3 | -1 | nt
COc1ccc(CN2CCN(Cc3cccc4nonc34)CC2CCO)c(C)c1C (stereo unspecified) | 3 | -11 | -0.7 | 5 | 0.7 | nt | 1 | 6 | -3
c1cc2c3c(cccc3c1)NC1(CCCC1)N2 | 13 | 1 | nt | 1 | 0.0 | -6.6 | 4 | nt | -108
CC1CCCN(C(=O)Cn2c(=O)oc3cc(S(=O)(=O)N4CCCCC4C)ccc32)C1 (stereo unspecified) | -2 | 9 | nt | 0 | 0.4 | 1.9 | 0 | nt | -4
Cc1cc([N+](=O)[O-])nn1CCCC(=O)Nc1ccc(Cl)cc1Cl | 4 | -11 | -3.1 | 1 | -4.6 | 1.4 | 0 | 5 | 2
Cc1[nH]n(-c2ccccc2)c(=O)c1C(=O)Nc1ccccc1 | -4 | 6 | -0.6 | 11 | -0.6 | -1.0 | -1 | 10 | 15
Cc1ccc2c(C(=O)CN3CCCC(C)C3)c(C)[nH]c2c1 (stereo unspecified) | 10 | -7 | -1.1 | 2 | 0.4 | -0.5 | 2 | -16 | 2
COc1ccccc1CNC(=S)NC1CCCCC1 | 12 | -1 | 0.6 | -2 | -1.6 | -0.8 | 1 | -3 | -3
Cc1cccc2cc(C(c3nnnn3Cc3ccccc3)N3CCN(C)CC3)c(=O)[nH]c12 (stereo unspecified) | 5 | nt | 0.0 | 4 | -1.5 | -1.4 | 5 | -11 | 1
Cc1cc2nc(-c3cccc(NC(=O)c4ccc(Br)o4)c3)oc2cc1C | 13 | -1 | 0.2 | -2 | -2.5 | -0.7 | 3 | -15 | -4
CCN(CC(=O)Nc1c(F)cccc1F)C(=O)Cc1csc(-c2ccc(OC)c(OC)c2)n1 | -6 | -11 | -0.3 | 3 | -3.2 | 1.5 | 44* | 7 | nt
COc1ccc(-n2c(=S)[nH]c3[nH]ncc3c2=O)cc1 | -1 | 8 | -2.7 | 5 | -0.1 | -1.0 | 2 | 8 | 12
O=C(NCc1ccco1)C(c1ccco1)N(Cc1cccs1)C(=O)Cn1nnc2ccccc21 (stereo unspecified) | 7 | 1 | 5.4 | -14 | -4.0 | 1.1 | 10 | 0 | 1
C[C@H](NC(=O)OC(C)(C)C)C(=O)NCC1CCC(C(=O)O)CC1 (stereo partly specified) | 4 | 2 | -1.6 | 9 | -0.3 | -2.5 | 3 | 6 | 16
Cc1cccc2cc(C(c3nnnn3Cc3ccc4c(c3)OCO4)N3CCCC3)c(=O)[nH]c12 (stereo unspecified) | 14 | 4 | -0.8 | 0 | -2.0 | -1.7 | 1 | 1 | -12
COc1ccc(Nc2cc(C)nc3c(C)cccc23)cc1OC | 24 | 1 | 0.7 | -4 | -1.3 | 20 | -1 | -11 | -31
O=C1c2ccccc2C(=O)N1CCOc1ccccc1 | 0 | -10 | -0.2 | -2 | -2.7 | -0.6 | 1 | -2 | 9
Cc1ccc(/C=C2/Sc3ccccc3N(CC(=O)NCCCOC(C)C)C2=O)cc1 | 22 | 4 | 1.7 | 2 | -1.2 | 0.6 | 0 | -15 | 6
Cc1onc(-c2c(Cl)cccc2Cl)c1C(=O)Nn1cnnc1 | 17 | 4 | -1.5 | -5 | -0.2 | -2.1 | 7 | 0 | -11
CCn1c(NC(=O)C(C)C)c(-c2cccs2)c(=O)c2ccccc21 | 7 | 8 | 0.2 | 3 | -4.3 | nt | 4 | -11 | 8
CCOC(=O)C1CCN(C(=O)COC(=O)COc2ccc(Cl)cc2)CC1 | -4 | -1 | -3.2 | 6 | -2.7 | 0.6 | 2 | 6 | 1
COc1ccc(C(C)=O)cc1Cn1nnc(-c2ccccc2Br)n1 | 6 | 1 | 0.5 | 6 | -0.2 | 16 | 3 | -6 | -23
Cc1ccc(C)c(-n2cc(CNCCc3cnccn3)c(-c3ccccc3)n2)c1 | 5 | -3 | -0.4 | 0 | -5.1 | nt | 1 | 0 | -1
COCc1cc(C)nc2sc(C(=O)OC(C)C)c(N)c12 | 19 | -10 | 1.7 | 1 | -2.9 | 2.1 | 41* | 4 | -10

Later entries:
SMILES | GDH-TPI counter | PrPC TRFRET | UGM FP inh | MazEF act | FadD28 binding | Mtb BioA inh | FBA Mtb inh | Rv3671c inh | BoNT F protease
CCC(C)C(=O)Nc1cc(OC)c(OC)cc1C(=O)O (stereo unspecified) | 5 | 11 | 6.6 | 5 | -1.4 | -4.5 | 4 | 4 | 7
Cc1cc(NS(=O)(=O)c2ccc(NC(=O)C(C)Oc3ccc(Cl)cc3)cc2)no1 (stereo unspecified) | 11 | -6 | 0.1 | -2 | 0.0 | nt | -1 | -6 | 20
CC1(C)CC(=O)C=C(c2cccs2)C1 | 23 | 3 | -0.4 | -2 | -3.9 | -0.3 | 0 | 1 | -1
CC1=CC(C)(C)[N+](C)(C)c2ccccc21 | -3 | -3 | -4.3 | 10 | -1.1 | nt | 5 | 1 | 3
Cc1c(Cl)cccc1NC(=O)COc1ccc(S(=O)(=O)N2CCOCC2)cc1 | 7 | -2 | 2.3 | -5 | -2.3 | -3.2 | 3 | 7 | 1
CCC(C)(C(=O)NC1CCCC1)N(C(=O)c1cnccn1)c1c(C)n(C)n(-c2ccccc2)c1=O (stereo unspecified) | 5 | nt | -1.9 | -4 | -2.0 | 0.7 | 2 | 0 | 3
CCOc1ccccc1Nc1nnc(SCC(=O)Nc2ccc3[nH]c(=O)[nH]c3c2)s1 | 15 | 0 | -1.9 | 8 | -1.5 | -2.4 | 3 | 10 | -20
O=C(CCCc1ccccc1)c1ccccc1 | -6 | -3 | -0.5 | 1 | -0.5 | -0.1 | -3 | -4 | -1
COc1ccc(C2CC(=O)c3cc(OC)ccc3O2)cc1 (stereo unspecified) | 10 | 10 | nt | -5 | -1.6 | -0.9 | 2 | nt | 0
CN(CC(=O)Nc1cccc(S(=O)(=O)NC2=NCCCCC2)c1)Cc1ccc(C(C)(C)C)cc1 | -2 | 0 | 0.9 | -19 | -7.3 | nt | 1 | -1 | -8
CN(Cc1cc(=O)[nH]c2ccccc12)C(=O)c1ccccc1 | 6 | 7 | -2.7 | 7 | -2.2 | nt | 1 | 3 | 4
O=C(CCCCCN1C(=O)[C@@H]2Cc3ccccc3CN2C1=O)Nc1ccccc1F | 2 | 2 | -4.3 | 0 | -1.1 | 0.7 | -2 | -8 | -7
Cc1nn(-c2ccccc2)c2c1C(c1ccc(O)c(O)c1)N1C(=N2)C(Nc2ccccc2)=Nc2ccccc21 (stereo unspecified) | 1 | 3 | 1.0 | -13 | -0.5 | -4.6 | -5 | -30 | -4
CCn1c2c(c3cc(Cl)ccc31)CCCC2=O | 8 | -10 | 0.5 | 0 | 1.2 | 1.1 | 6 | 2 | -6
O=C(CNC(=S)N(Cc1ccccc1F)C1CCCCC1)NCCCN1CCOCC1 | 4 | 2 | 2.2 | 7 | -4.9 | nt | -3 | 5 | -4
Cc1sc2ncnc(N3CCN(CCOc4ccc(Cl)cc4)CC3)c2c1C | 9 | 13 | 1.2 | -8 | -0.5 | -2.8 | 3 | 4 | -13
O=C(COC(=O)CNC(=O)c1ccc(Cl)cc1Cl)NNC(=O)c1ccccc1 | 0 | -6 | -1.4 | 6 | -3.1 | -4.0 | 0 | -7 | 3
O=C(COc1ccccc1)N1CCCCCCC1 | -5 | -4 | -2.5 | 7 | -3.7 | -3.0 | 3 | -9 | ?
Cn1nc(C(F)(F)F)c(-c2ccc(F)cc2)c1NC(=O)c1cccnc1 | -1 | -2 | 2.1 | -8 | -0.3 | 0.4 | 1 | 2 | 7
CC1(C)CC(NC(=O)C23CCC(C)(C(=O)C2=O)C3(C)C)CC(C)(C)N1 (stereo unspecified) | -6 | -5 | 2.3 | 2 | -0.2 | 0.7 | -1 | -7 | -3
CC(=O)NS(=O)(=O)c1cccnc1Nc1cccc(Cl)c1 | 5 | -8 | 1.3 | 5 | -3.8 | 1.2 | 7 | 3 | -6
Cc1ccc2c(c1)Sc1ccccc1CC2=O | 1 | 8 | 0.8 | -4 | -2.4 | 0.0 | -7 | -2 | 0
C#CC(CC)(CC)NC(=O)Nc1ccccc1C(=O)OC | 8 | 0 | -0.3 | 5 | -3.8 | 1.2 | 13 | -2 | 0
Nc1c(N=O)c(=O)[nH]c(=O)n1-c1ccccc1 | 16 | 0 | -0.1 | 0 | -1.3 | nt | 0 | 3 | ?
Cc1ccc(C(=O)NC(C(=O)Nc2cccc(S(N)(=O)=O)c2)C(C)C)cc1 (stereo unspecified) | -3 | 6 | 3.4 | 5 | -5.3 | 1.0 | -2 | -1 | 5
CCCc1cc(C(=O)N2CCC(N3CCC(C(=O)NC(C)C)CC3)CC2)n(C)n1 | 2 | 4 | -2.4 | 1 | -0.3 | -1.0 | 0 | -8 | -4
COc1ccc(NC(=O)O[C@@H](C)[C@@H]2CN3CCc4c([nH]c5ccc(-c6ccc(OC)cc6)cc45)[C@@H]3C[C@@H]2N(C)C(=O)Nc2ccc(OC)cc2)cc1 | 9 | 2 | nt | -15 | -6.3 | -1.4 | 1 | nt | -14
NNC(=O)c1ncoc1-c1ccc(Cl)cc1 | 1 | 1 | -4.8 | 6 | -1.4 | nt | 2 | 12 | ?
O=C(CS(=O)(=O)Cc1ccccc1)N1CCc2ccccc2C1 | -1 | 0 | nt | 6 | -2.1 | 1.6 | -5 | nt | 9
Cc1cn([C@H]2C[C@H](O)[C@@H](CNCc3ccc(F)c(N4CCOCC4)c3)O2)c(=O)[nH]c1=O | 6 | -8 | nt | 5 | -0.2 | -1.1 | 0 | nt | 0

Shown comma-delimited: entries from further up.
SMILES,GDH-TPI counter,PrPC TRFRET,UGM FP inh,MazEF act,FadD28 binding,Mtb BioA inh,FBA Mtb inh,Rv3671c inh,BoNT F protease
Cc1nn(-c2ccccc2)c2c1C(c1ccc(O)c(O)c1)N1C(=N2)C(Nc2ccccc2)=Nc2ccccc21 (stereo unspecified),1,3,1.0,-13,-0.5,-4.6,-5,-30,-4
CCn1c2c(c3cc(Cl)ccc31)CCCC2=O,8,-10,0.5,0,1.2,1.1,6,2,-6
O=C(CNC(=S)N(Cc1ccccc1F)C1CCCCC1)NCCCN1CCOCC1,4,2,2.2,7,-4.9,nt,-3,5,-4
Cc1sc2ncnc(N3CCN(CCOc4ccc(Cl)cc4)CC3)c2c1C,9,13,1.2,-8,-0.5,-2.8,3,4,-13
O=C(COC(=O)CNC(=O)c1ccc(Cl)cc1Cl)NNC(=O)c1ccccc1,0,-6,-1.4,6,-3.1,-4.0,0,-7,3
O=C(COc1ccccc1)N1CCCCCCC1,-5,-4,-2.5,7,-3.7,-3.0,3,-9,?
Cn1nc(C(F)(F)F)c(-c2ccc(F)cc2)c1NC(=O)c1cccnc1,-1,-2,2.1,-8,-0.3,0.4,1,2,7
CC1(C)CC(NC(=O)C23CCC(C)(C(=O)C2=O)C3(C)C)CC(C)(C)N1 (stereo unspecified),-6,-5,2.3,2,-0.2,0.7,-1,-7,-3
CC(=O)NS(=O)(=O)c1cccnc1Nc1cccc(Cl)c1,5,-8,1.3,5,-3.8,1.2,7,3,-6
Cc1ccc2c(c1)Sc1ccccc1CC2=O,1,8,0.8,-4,-2.4,0.0,-7,-2,0
C#CC(CC)(CC)NC(=O)Nc1ccccc1C(=O)OC,8,0,-0.3,5,-3.8,1.2,13,-2,0
Nc1c(N=O)c(=O)[nH]c(=O)n1-c1ccccc1,16,0,-0.1,0,-1.3,nt,0,3,?
Cc1ccc(C(=O)NC(C(=O)Nc2cccc(S(N)(=O)=O)c2)C(C)C)cc1 (stereo unspecified),-3,6,3.4,5,-5.3,1.0,-2,-1,5
